Compound activity: PubChem BioAssay, National Center for Advancing Translational Sciences (NCATS)
RGS4 inhibitor – inhibitors of human regulator of G protein signaling 4 | Transcreener GDP fluorescence polarization, RGS4-accelerated GTP hydrolysis | Potency, µM (highest dose often 114 µM), without a hit: at the highest dose activity change, negative = inhibition, most hits filed as inhibitors | 390,000 compounds, 0.039% hits | AID 504845; further: potency means the concentration at half of the fitted maximal effect; on the % scale 0 is the no-effect control and ±100 the full control effect; nearly all actives have a fitted effect of over 75% in size; some results filed as inactive show a strong effect at the top dose
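MLSMR compounds (23 nl, pin-transferred) preincubated 10 min at room temperature with a 500nM (2x) first reagent, then RGS4 at 900nM (2x) plus Transcreener GDP mix added; fluorescence polarization (620/688 nm) read before and after 90 min at 30 °C.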
D2 agonist – agonists of human D2 dopamine receptor; P14416; HEK293 T-REx D2 cells, calcium flux agonist mode; activation, % at 2 µM; 340,000 compounds, 0.53% hits; AID 485358;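 active means activation over 3 SD above normal in the single-dose calcium agonist read, cut at about 30% in these data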; further: 0% is about no effect
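Tetracycline-induced HEK293 T-REx cells with force-coupled D2 receptor, plated overnight at 30 C, loaded with no-wash calcium dye. After a 10 s baseline, compound was pin-added and calcium flux read kinetically for 180 s; calcium rises flagged agonists.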
12-LOX inh – ALOX12 (human) lipoxygenase inhibition. P18054. purified 12hLO, xylenol orange hydroperoxide absorbance. 580,000 compounds, 1.1% hits. Potency, µM (doses to about 108 µM), without a hit: at the highest dose activity change, negative = inhibition, most hits filed as inhibitors. AID 1671190; further: potency means the concentration at half of the fitted maximal effect; on the % scale 0 is the no-effect control and ±100 the full control effect
Target sequence (P18054 whole entry, looked up): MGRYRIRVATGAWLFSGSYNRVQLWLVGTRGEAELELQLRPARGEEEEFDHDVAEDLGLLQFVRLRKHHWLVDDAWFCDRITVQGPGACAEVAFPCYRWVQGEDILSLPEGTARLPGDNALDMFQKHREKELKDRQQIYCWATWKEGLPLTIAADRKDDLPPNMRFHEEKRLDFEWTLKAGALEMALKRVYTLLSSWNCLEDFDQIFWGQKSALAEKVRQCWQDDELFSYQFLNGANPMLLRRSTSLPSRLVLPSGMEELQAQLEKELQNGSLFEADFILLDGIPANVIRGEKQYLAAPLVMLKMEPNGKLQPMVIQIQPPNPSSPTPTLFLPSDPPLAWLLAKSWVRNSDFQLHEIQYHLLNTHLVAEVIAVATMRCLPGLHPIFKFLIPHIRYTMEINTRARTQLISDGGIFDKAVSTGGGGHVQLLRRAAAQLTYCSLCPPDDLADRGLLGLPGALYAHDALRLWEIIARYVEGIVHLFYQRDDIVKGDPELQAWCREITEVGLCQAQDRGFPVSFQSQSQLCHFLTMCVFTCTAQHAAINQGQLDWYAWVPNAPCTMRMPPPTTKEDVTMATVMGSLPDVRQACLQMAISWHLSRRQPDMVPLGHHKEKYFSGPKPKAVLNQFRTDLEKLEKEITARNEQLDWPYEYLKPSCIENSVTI
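Purified human 12hLO at 150 nM in 25 mM Hepes, 0.01% Triton X-100, pH 7.0, preincubated 15 min at room temperature with compound. Reaction started with 40 uM arachidonic acid, 30 min at room temperature. Hydroperoxide measured by Fe-xylenol orange, 573/405 nm absorbance ratio.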
Vif-APOBEC3G blk – blocks the Vif interaction with human APOBEC3G. Q9HC16. HeLa A3G-eYFP + Vif (tagged APOBEC3G with the HIV-1 protein that degrades it), YFP fluorescence, overnight. Potency, µM (highest dose often 46.1 µM), without a hit: at the top dose activity, negative = active, most hits filed as inhibitors. 410,000 compounds, 0.076% hits. AID 602310;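 further: potency means the concentration at half of the fitted maximal effect; on the % scale 0 is the no-effect control and ±100 the full control effect; nearly all actives have a fitted effect of over 60% in size; hits raise eYFP signal because A3G escapes Vif-driven loss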
Target sequence (Q9HC16 whole entry, looked up): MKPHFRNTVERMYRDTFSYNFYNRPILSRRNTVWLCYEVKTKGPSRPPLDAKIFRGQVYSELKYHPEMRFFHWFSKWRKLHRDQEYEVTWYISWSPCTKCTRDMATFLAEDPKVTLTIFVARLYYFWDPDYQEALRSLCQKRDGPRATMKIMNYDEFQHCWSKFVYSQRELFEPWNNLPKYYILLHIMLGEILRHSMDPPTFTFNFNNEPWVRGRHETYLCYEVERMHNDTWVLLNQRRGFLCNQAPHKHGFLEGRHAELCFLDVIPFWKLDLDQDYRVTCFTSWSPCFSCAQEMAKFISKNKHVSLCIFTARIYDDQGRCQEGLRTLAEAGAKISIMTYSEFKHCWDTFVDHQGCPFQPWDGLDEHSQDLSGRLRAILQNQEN
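Read-out is eYFP fluorescence (Ex 488/Em 500-530) from Vif-expressing HeLa A3G-eYFP cells; more signal means A3G escaped Vif-mediated degradation. Cells plated overnight, compound pinned in, incubated overnight at 37 deg C.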
Vif-APOBEC3F blk – blocks the Vif interaction with APOBEC3F. HeLa A3F-eYFP + Vif (tagged APOBEC3F with the HIV-1 protein that degrades it), YFP fluorescence increase. Potency, µM (doses to about 46.1 µM), without a hit: top-dose activity, negative = active. 390,000 compounds, 0.2% hits; further: potency means the concentration at half of the fitted maximal effect; % of control where 0% means no effect; nearly all actives have a fitted effect of over 65% in size
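HeLa cells stably expressing A3F-eYFP plus Vif, plated and incubated overnight at 37 deg C, then exposed to compounds overnight at 37 deg C. Blocked degradation read as raised yellow fluorescence (Ex 488/Em 500-530).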
Glioma ERSR ind – inducers of ER stress response in human glioma cells; U87-MG GRP78 promoter luciferase reporter, 16 h; Potency, µM, inactives show top-dose activation, most hits filed as activators; 420,000 compounds, 0.02% hits; AID 602332; further: potency means the concentration at half of the fitted maximal effect; series mostly up to about 76 µM; % of control where 0% means no effect; nearly all actives have a fitted effect of over 35% in size
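Stably transfected U87-MG glioma cells carrying a GRP78-based luciferase sensor; 16 h compound incubation. Luminescence end-point read 10 min after Bright-Glo addition at room temperature.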
LDHA inh – blocks human lactate dehydrogenase A; activity change, % (values are at about 110 or 230 µM); AID 1347041; purified LDHA, NADH/diaphorase-resazurin fluorescence; active compounds read low; 480,000 compounds, 0.15% hits; in the data active means activity change below about -30%; inconclusive means mostly about -25% to -30%;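 further: plate controls were DMSO wells for no effect and wells without enzyme for full effect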
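LDH5 2 nM; NADH 0.06 mM, pyruvate 0.2 mM; 200 mM Tris pH 7.4, EDTA, Tween-20; 5 min RT. Detection: diaphorase 0.133 mg/mL + resazurin 37 µM, fluorescence ex540/em590 at 0 and 20 min; normalized to enzyme-free and DMSO wells.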
D2 antag – D2 dopamine receptor (human) antagonism | HEK293 TREx D2 cells, calcium flux, dopamine EC80 | inhibition, % at 10 µM | 340,000 compounds, 2% hits | AID 485344; in the data active means inhibition above about 30%; further: 0% is about no effect
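Dopamine at EC80 is the agonist stimulus; test compounds precede it by 180 s. Calcium flux read kinetically in a force-coupled, inducible HEK293 T-REx D2 cell line.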
ERG-DNA inh – blocks human ERG Ets domain binding to DNA; Potency, µM (top dose mostly 76.9 µM), without a hit: at the highest dose FP activity, negative = inhibition, actives largely listed as inhibitors; 370,000 compounds, 0.028% hits; AID 624246; P11308; fluorescence polarization, His-ERG Ets domain / labelled DNA; active means well fitted inhibition curve with a large enough effect in the polarisation, with a control signal flat; inconclusive means small, poorly fitted or top-dose-only effect, or effect the other way, or a change in a side signal; inactive means no such curve, though single readings can be large or run the other way; the % refers to the polarisation;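 further: polarization taken with two DNA probes labelled with fluorescein and Texas red; potency means the concentration at half of the fitted maximal effect; % of control where 0% means no effect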
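His-tagged ERG Ets domain (1 uM in the protein solution; 300mM KCl, 50mM Tris-HCl, 1mM EDTA, 1mM DTT, pH 7.5) received compound, then a probe mix of 5 nM fluorescein-DNA and 100nM Texas-615-DNA. Fluorescence polarization was read for both dyes.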
The depositor's hits bear a star; ? = inconclusive; · = not tested or not shown; & = joins results of further samples; [ ] = another dose, or the depositor's remark. Unless noted, the call rests on the fitted dose curve; in most records, active means well fitted curve in the direction sought with a large enough effect; inconclusive means small, poorly fitted or top-dose-only effect, or another doubt; inactive means no such curve, though single readings can be large; an effect the other way counts as inactive or inconclusive. These rows are one share of the data; rates above refer to the full screens.

SMILES	RGS4 inhibitor	D2 agonist	12-LOX inh	Vif-APOBEC3G blk	Vif-APOBEC3F blk	Glioma ERSR ind	LDHA inh	D2 antag	ERG-DNA inh
CC(C)Cc1cc(C(=O)Nc2cccnc2)no1	-3%	0.8	9%[57.4 µM]	3%	-6%	-2%	-4	-14	-7%
CN(C)c1ccc(C(=O)N2CCNC(=O)C2CC(=O)Nc2ccc(F)cc2)cc1 (configuration not stated)	-11%	0.7	?	-13%	-31%	-2%	5	-5	6%
CN(C)CCCNC1=CC(=O)CC(c2ccccc2)C1 (configuration not stated)	-6%	·	-5%	1%	-25%	-11%	-5	·	28%
COCCCNCCCCOc1ccc(C)cc1[N+](=O)[O-]	15%	·	-31%	0%	12%	-3%	-21	·	8%
O=C(CCCc1nc(-c2ccc(Cl)cc2)no1)Nc1cccnc1	1%	1.2	0%	8%	-2%	-2%	-9	-4	-8%
O=C(NNC(=S)Nc1cccc(C(F)(F)F)c1)c1ccncc1	·	·	12%	-1%	-1%	1%	-15	·	·
COc1ccc(CC(=O)O/N=C(\N)c2cccc([N+](=O)[O-])c2)cc1	-3%	-1.1	-4%	0%	-1%	-1%	-7	15	1%
Cc1cc(C)nc(Nc2ccccc2Cl)n1	-14%	0.6	?	1%	-4%	-6%	6	-4	1%
CC(C)(C)OC(=O)N/N=C/c1c[nH]c2ccccc12	2%	0.0	1%	1%	-5%	2%	-2	-1	-15%
CN(C(=O)c1ccco1)c1nc(CC(=O)Nc2ccccc2)cs1	-25%	-1.7	-1%	-11%	-5%	3%	-2	5	15%
Cc1ccc(OC(=O)c2ccccc2)cc1C	-8%	·	-7%	0%	5%	-3%	0	·	6%
COCCN(CCOC)C(=O)c1sc2nc(-c3ccccc3)cn2c1C	-25%	-0.7	?	-1%	3%	0%	0	-9	-2%
COc1cccc(CN2CCN(Cc3ccc(C)o3)CC2CCO)c1 (configuration not stated)	6%	-0.4	16%	5%	-16%	0%	1	1	-5%
Cn1c(=O)cc(N2CCc3ccccc32)[nH]c1=O	-5%	0.0	-16%	1%	-5%	6%	0	11	5%
C/C(=N/NC(=O)c1ccco1)c1ccc(NC(=O)c2ccc(Br)o2)cc1	-4%	-0.2	?	-1%	7%	-2%	-7	18	-1%
O=C(c1ccc(CS(=O)Cc2ccc(Cl)cc2)o1)N1CCN(C2CCCCC2)CC1 (configuration not stated)	·	·	0%	2%	-6%	-6%	-12	·	·
CC(=O)c1cccc(OCc2cc(C(=O)N(C)CCC3CCOCC3)no2)c1	-25%	-0.1	1%	-2%	-4%	6%	-3	5	7%
CN(C)S(=O)(=O)c1ccc2oc(SCC(N)=O)nc2c1	7%	-0.6	9%	-10%	7%	-1%	-4	-7	1%
O=C(C1=C(O)C(=O)N(CC2CCCO2)C1c1ccccc1)c1ccco1 (configuration not stated)	-5%	0.1	-27%	-2%	5%	-1%	1	16	2%
Cc1[nH]c2ccc(Br)cc2c(=O)c1CN1CCCCC1	-8%	-0.5	0%	-4%	0%	-1%	0	8	-2%
O=C(/C=C/c1cccc([N+](=O)[O-])c1)NCCc1ccc(F)cc1	2%	-0.5	0%	-3%	-15%	3%	-2	1	8%
C=CCn1c(SCC(=O)Nc2sc3c(c2C#N)CCC3)nnc1C1COc2ccccc2O1 (configuration not stated)	-51%	-0.6	8%	-4%	-5%	5%	2	-12	-2%
CC(C)(C)C1CCc2c(sc(NC(=O)c3cc(C4CC4)on3)c2C#N)C1 (configuration not stated)	-31%	0.8	-3%	-1%	-6%	0%	-10	-3	-5%
CCCN(Cc1nnc(-c2ccccc2Cl)o1)C(=O)c1cc2ccccc2o1	-1%	-1.3	1%	-2%	-8%	-3%	1	3	-4%
Cc1c(Cl)cccc1NC(=O)N1CCC(CN2CCOCC2)CC1	4%	0.7	-7%	3%	11%	-2%	2	·	-2%
O=C(CN1CCC(NC(=O)Nc2ccccc2)CC1)Nc1ccccc1F	-20%	0.6	7%	0%	-2%	0%	2	5	4%
O=C(NC1CCCCC1)C(c1ccncc1)N(C(=O)c1csnn1)c1ccc(F)cc1 (configuration not stated)	-10%	0.5	-6%	2%	-3%	-3%	-5	37*	12%
Cc1cccc(NC(=O)c2cc3c(=O)n(Cc4cccnc4)ccc3nc2C)c1	15%	2.1	-13%	2%	0%	-2%	-10	·	-14%
COc1cc(CNCCc2ccc(F)cc2)ccc1OCc1ccc(Cl)nc1	1%	5.9	-16%	5%	7%	-7%	-3	-2	-8%
CNC(=O)[C@@]1(Cc2ccccc2)C=C[C@@H](C)N1C(=O)OC	9%	·	-6%	-1%	1%	-4%	-2	·	-9%
COc1ccccc1/C=C1/C(=O)ON=C1C	0%	1.0	?	-2%	-12%	-4%	-10	15	-2%
COc1ccc(C(CNC(=O)c2cccc(S(=O)(=O)Nc3ccc(F)cc3)c2)N2CCCC2)cc1 (configuration not stated)	21%	·	-30%	1%	-12%	-4%	-10	·	16%
O=C(CC[C@H]1O[C@@H](n2ccc(=O)[nH]c2=O)[C@H](O)[C@@H]1O)NCC(c1ccccc1)c1ccccc1	·	·	4%	0%	·	-3%	-4	·	·
CN(C)CCCNC(=O)CCc1nc2ccccc2c(=O)[nH]1	2%	·	0%	0%	1%	-2%	-8	·	-3%
Cc1ccc2c(c1)sc1nc(=O)n(-c3ccccc3)c(=O)n12	12%	-0.2	0%	-8%	0%	4%	-2	6	12%
O=C(c1ccc(C(F)(F)F)cc1)C1CCCN(C(=O)CN2C(=O)CSC2=O)C1 (configuration not stated)	17%	0.5	-22%	-1%	5%	-1%	-9	-7	0%
Cc1ccc(CN2CCC(Oc3cccc(C(=O)NCc4cccnc4)c3)CC2)o1	-18%	-0.1	4%	1%	1%	-3%	2	19	2%
CCOC(=O)Cn1nnnc1CN(Cc1ccccc1)Cc1cc2cc(CC)ccc2[nH]c1=O	-18%	-0.1	-8%	0%	1%	-3%	-2	-2	·
COc1ccc(C(=O)CC(=O)c2ccc(C)cc2)c(O)c1	3%	0.2	0%	2%	-13%	3%	0	13	9%
COc1ccc(N2CCN(CC(=O)Nc3cc(C)on3)CC2)cc1	21%	0.7	?	2%	-5%	-3%	?	10	3%
COc1ccc(OC)c(NC(=O)C2CC(=O)N(CCc3ccccc3)C2)c1 (configuration not stated)	-3%	-0.3	0%	-2%	8%	-3%	-3	-12	1%
Cc1ccc2c(c1)N(CC(=O)NC1CCCCC1C)C(=O)CO2 (configuration not stated)	-11%	-0.1	?	-8%	-2%	-2%	0	2	0%
COc1ccc(NS(=O)(=O)c2cc([N+](=O)[O-])ccc2N/N=C\c2c(C)[nH]c3ccccc23)cc1	-21%	5.1	9%	-15%	?	-3%	-2	-6	-1%
Cc1ccc(-c2nnc(NC(=O)Cc3ccc(F)cc3)o2)c(C)c1	-5%	-0.9	·	0%	-2%	-1%	-8	67*	-5%
O=C(Nc1ccc2c(c1)OCO2)C1Cc2c(-c3ccncc3)ccnc2O1 (configuration not stated)	·	·	-7%	-6%	·	-4%	-9	·	·
CCOC(=O)c1ccc(NC(=S)NNC(=O)C2(C)CC2(Cl)Cl)cc1 (configuration not stated)	-42%	0.2	267%[activator]	-2%	-3%	-7%	3	3	-1%
COc1ccc(C(C)=O)cc1CSc1nnc(Nc2ccc(C)cc2)s1	-29%	-0.8	-15%	4%	4%	-4%	-4	-2	-1%
CC(=O)C1C(c2ccc(Br)cc2)C2C(C)=NN=C2CC1(C)O (configuration not stated)	-12%	·	-2%	-6%	0%	-2%	0	·	5%
O=C(c1ccccc1)c1ccc(OCCCCN2CCCCC2)cc1	-48%	0.2	?	1%	-6%	-1%	?	-9	17%
CC1Cc2nc(SCC(=O)N3CCN(c4ccccc4)CC3)n(C)c(=O)c2S1 (configuration not stated)	-15%	-0.8	15%	-1%	-3%	-5%	-2	19	-5%
Carrying on:
SMILES	RGS4 inhibitor	D2 agonist	12-LOX inh	Vif-APOBEC3G blk	Vif-APOBEC3F blk	Glioma ERSR ind	LDHA inh	D2 antag	ERG-DNA inh
Cc1ccc(OCC(O)CN2C(=O)NC(C)(C)C2=O)cc1 (configuration not stated)	-10%	-1.9	342%[activator]	0%	3%	-1%	-5	-2	3%
CC(C)C(NS(=O)(=O)c1ccc(Br)s1)C(=O)O (configuration not stated)	-23%	·	?	-1%	-9%	-2%	-5	·	-3%
O=C(Nc1cccc2ccccc12)c1csc([C@@H]2C[C@H](O)[C@@H](CO)O2)n1	·	·	6%	2%	·	-4%	-5	·	·
Cc1ccc(NC(=O)CN(C)S(=O)(=O)c2cccc3nsnc23)cc1C	7%	0.5	12%	-2%	4%	0%	-2	-9	1%
C=CCC(COCc1ccccc1)NS(=O)(=O)c1ccccc1Br (configuration not stated)	3%&0%	0.8	10%	1%&0%	6%	-6%&-3%	-2	6	-8%
Cc1ccc(-c2cc(=O)[nH][nH]2)c(C)c1	-11%	·	0%	0%	-12%	-3%	-6	·	-7%
COc1cc(Cl)c(C)cc1NC(=O)c1ccc(S(C)(=O)=O)cc1	25%	2.3	-10%	-10%	-1%	-2%	-2	-1	8%
